Screening data (PubChem BioAssay)
CHRM5 agonist: agonists of human muscarinic M5 receptor (CHRM5); AID 624037; P08912; activation, % at 3 µM; CHO-K1 hM5 cells, Fluo-8 calcium fluorescence; 0% DMSO wells, 100% maximal acetylcholine response; 360,000 compounds, 0.19% hits;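 active means activation above the run's mean over test compounds plus 3 SD, cut at about 23% in these data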;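 further: signal is peak over basal fluorescence ratio across the kinetic read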
Target sequence (P08912 whole entry, looked up): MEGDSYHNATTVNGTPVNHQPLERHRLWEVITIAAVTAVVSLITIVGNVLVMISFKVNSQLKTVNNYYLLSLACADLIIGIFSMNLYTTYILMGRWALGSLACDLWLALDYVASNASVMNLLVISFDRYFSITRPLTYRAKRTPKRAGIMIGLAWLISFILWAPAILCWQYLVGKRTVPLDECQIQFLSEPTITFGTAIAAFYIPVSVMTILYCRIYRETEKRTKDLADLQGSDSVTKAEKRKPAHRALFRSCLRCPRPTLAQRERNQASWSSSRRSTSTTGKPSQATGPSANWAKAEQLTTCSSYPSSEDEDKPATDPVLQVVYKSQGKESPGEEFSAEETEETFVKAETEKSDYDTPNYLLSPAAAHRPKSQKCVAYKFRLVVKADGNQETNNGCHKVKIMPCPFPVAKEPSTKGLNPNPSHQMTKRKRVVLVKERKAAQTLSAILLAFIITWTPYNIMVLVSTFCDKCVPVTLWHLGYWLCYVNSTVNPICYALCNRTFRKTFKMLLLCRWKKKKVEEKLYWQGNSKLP
TAAR1 antag: human TAAR1 antagonism | Q96RJ0 | CHO RD-HGA16 TAAR1, Fluo-8 calcium fluorescence, antagonist | inhibition, % at 3 µM | 360,000 compounds, 1.5% hits;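 active means inhibition above a per-plate cutoff, the mean inhibition of test compounds on that plate plus 3 SD, cut at about 49% in these data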;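 further: 0% = DMSO plus EC80 beta-PEA response and 100% = DMSO alone without agonist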
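Assay system: CHO-derived RD-HGA16 cells stably expressing human TAAR1 plus Gα16. Timing: 140 s kinetic read after compound, 140 s after agonist. Technique: kinetic Fluo-8 calcium fluorescence measurement. Measure: % inhibition of agonist calcium response.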
CHRM5 PAM: potentiates acetylcholine response at human M5 receptor; CHO-K1 hM5, Fluo-8 calcium, ACh EC20 PAM; 0% = ACh EC20, 100% = ACh EC100; 360,000 compounds, 0.3% hits; activation, % at 3 µM; P08912; AID 624038;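 active means activation above the run cutoff, the mean activation of all test compounds plus 3 SD, cut at about 18% in these data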
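system = human M5 receptor in CHO-K1 cells | reagent = EC20 acetylcholine as agonist stimulus | compound dosing = single-point, 3 µM nominal | incubation = Fluo-8 loading 80 min at 37 °C plus 30 min room temperature | detection = Fluo-8 calcium dye fluorescence, kinetic read | benchmarks = low control EC20 acetylcholine (0%), high control EC100 acetylcholine (100%)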
CRFR2-BP ag: CRF-BP/CRF-R2 complex agonism | 350,000 compounds, 0.46% hits | activation, % at 13.2 µM | HEK293 CRF-R2/CRF-BP, calcium dye fluorescence (FLIPR); percent of saturating CRF peptide response;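 active means activation of at least 50%, plus an integration ratio under a set limit after plate pattern correction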;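 further: plate controls were neutral control wells without compound for no effect and CRF at EC100 for full effect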
TAAR1 ag: human TAAR1 agonism; Q96RJ0; CHO RD-HGA16 TAAR1, Fluo-8 calcium fluorescence; vehicle wells 0%, saturating PEA agonist 100%; activation, % at 3 µM; 360,000 compounds, 0.99% hits;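 active means activation above the mean activation of all test compounds in the run plus 3 SD, cut at about 38% in these data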
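Assay system – CHO-derived RD-HGA16 cells with stable Gα16 and human TAAR1 · Compound dosing – one-point dosing at 3 µM (nominal) · Incubation – 17-24 h seeding, 75 min 37 °C dye, 30 min RT · Measured by – kinetic Fluo-8 calcium fluorescence · Control set – DMSO vehicle as 0%, PEA at EC100 as 100% · Repeats – single well for each compound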
CRFR2-BP antag: blocks CRF-induced signaling of the CRF-BP/CRF-R2 complex; AID 588475; HEK293 CRF-R2/CRF-BP, CRF-induced calcium fluorescence; 350,000 compounds, 0.59% hits; inhibition, % at 11.8 µM;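 active means inhibition of the ligand-induced calcium signal above about 50% at the single tested concentration, limit read from the data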
CHO-K1 Ca PAM: nonselective activator or artifact in parental CHO-K1 calcium assay. AID 602247. activation, % at 3 µM. ATP EC20, Fluo-8 calcium fluorescence; 0% at ATP EC20, 100% at ATP max. 360,000 compounds, 0.02% hits;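 active means activation above the run cutoff, the mean activation of all test compounds plus 3 SD, cut at about 40% in these data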;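 further: peak over basal fluorescence ratio in a 140 s read after ATP addition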
CHRM4 PAM: positive allosteric modulators of human muscarinic M4 receptor | P08173 | CHO-K1 hM4/Gqi5, Fluo-8 calcium fluorescence, ACh EC20; 0% = ACh EC20, 100% = maximal ACh | activation, % at 3 µM | 360,000 compounds, 0.4% hits | AID 624126;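 active means activation above its plate's cutoff, the mean activation of sample wells plus 3 SD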; further: some results filed as inactive read as strong as hits
Target sequence (P08173 whole entry, looked up): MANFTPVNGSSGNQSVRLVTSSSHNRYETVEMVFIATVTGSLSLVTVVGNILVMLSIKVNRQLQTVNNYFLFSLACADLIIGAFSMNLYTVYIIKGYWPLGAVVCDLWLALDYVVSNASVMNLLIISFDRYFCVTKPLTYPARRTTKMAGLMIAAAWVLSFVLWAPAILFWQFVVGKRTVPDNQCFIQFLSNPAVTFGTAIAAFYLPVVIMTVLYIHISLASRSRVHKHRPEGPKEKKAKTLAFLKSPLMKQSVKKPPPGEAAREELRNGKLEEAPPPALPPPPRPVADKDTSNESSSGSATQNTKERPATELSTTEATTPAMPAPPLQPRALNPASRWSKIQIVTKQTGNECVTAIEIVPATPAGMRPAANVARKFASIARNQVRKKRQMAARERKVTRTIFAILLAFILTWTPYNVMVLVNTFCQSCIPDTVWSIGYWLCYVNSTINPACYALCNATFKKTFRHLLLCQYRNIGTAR
M5 antag: antagonists of human muscarinic M5 receptor (CHRM5) | 360,000 compounds, 0.59% hits | CHO-hM5 cells, Fluo-8 calcium fluorescence, ACh EC80 | P08912 | inhibition, % at 3 µM | AID 624040;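 active means inhibition above a per-plate cutoff, the mean of that plate's test compounds plus 3 SD, cut at about 27% in these data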;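 further: 0% = acetylcholine EC80 with DMSO and 100% = DMSO without agonist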
* marks the source's active call; other numbers are inactive results; · = not tested or not shown.

No.	SMILES	CHRM5 PAM	TAAR1 antag	CRFR2-BP ag	CHRM5 agonist	TAAR1 ag
1	CCOC(=O)CSC1=C(C#N)C(C)C2=C(CCCC2=O)N1 (stereo not drawn)	2	-14	0.8	-3	4
2	COc1ccc(C2c3[nH]c4ccccc4c3CCN2CCCn2cccn2)c(C)c1C (stereo not drawn)	5	3	5.5	-2	10
3	Cc1cc(C)nc(Nc2n[nH]c(-c3ccccc3Br)n2)n1	-1	-4	-0.3	-4	20
4	O=C(CSC1=NCCS1)NC1CCCCC1	-2	9	0.1	-2	1
5	CCOc1ccc(Br)cc1C1=CC(=O)C[C@H](c2ccc(OC)cc2)C1	0	14	163*	-3	7
6	CC(=O)c1sc2c(c1OC(=O)c1ccccc1)c(=O)n(-c1ccccc1)c(=S)n2-c1ccccc1	7	0	6.3	3	0
7	O=C(Cn1c(-c2ccccc2)c[n+]2ccsc12)c1ccc(Br)cc1	-7	5	-0.6	-11	9
8	Cc1ccc(-n2[nH]c(C)c(C=Nc3ccc(S(=O)(=O)Nc4nc(C)cc(C)n4)cc3)c2=O)c(C)c1	-3	3	3.1	1	0
9	COc1ccc(-c2nc(C#N)c(NCc3ccccc3Cl)o2)cc1OC	0	2	-4.2	-4	0
10	CC(C)N(CCNC(=O)c1ccc(OCC2CCCO2)cc1)C(C)C (stereo not drawn)	10	13	1.6	-8	-2
11	CS(=O)(=O)N(CC(=O)Nc1cccc([N+](=O)[O-])c1)c1ccccc1F	1	-1	0.7	-1	7
12	Cc1cccc(NC(=S)N(Cc2ccco2)C(C)c2cccs2)c1 (stereo not drawn)	0	-13	0.1	1	-3

No.	M5 antag	CHRM4 PAM	CRFR2-BP antag	CHO-K1 Ca PAM
1	-3	10	3	14
2	1	-8	9	16
3	5	0	-1	10
4	7	1	0	10
5	-2	8	-77	15
6	-1	6	12	-3
7	-3	-11	8	6
8	2	-4	7	-4
9	-1	2	5	27
10	2	-6	-7	5
11	0	2	2	5
12	4	7	20	7

Reprinted from the part before: 4 compounds; new compounds follow.
No.	SMILES	CHRM5 PAM	TAAR1 antag	CRFR2-BP ag	CHRM5 agonist	TAAR1 ag
9	COc1ccc(-c2nc(C#N)c(NCc3ccccc3Cl)o2)cc1OC	0	2	-4.2	-4	0
10	CC(C)N(CCNC(=O)c1ccc(OCC2CCCO2)cc1)C(C)C (stereo not drawn)	10	13	1.6	-8	-2
11	CS(=O)(=O)N(CC(=O)Nc1cccc([N+](=O)[O-])c1)c1ccccc1F	1	-1	0.7	-1	7
12	Cc1cccc(NC(=S)N(Cc2ccco2)C(C)c2cccs2)c1 (stereo not drawn)	0	-13	0.1	1	-3
13	CC(C)CN(C(=O)COC(=O)CCN1C(=O)c2ccccc2C1=O)C1CCS(=O)(=O)C1 (stereo not drawn)	0	3	-1.1	-3	0
14	Cc1ccccc1CNC(=O)c1ccccc1N(C)S(=O)(=O)c1ccccc1	-2	-7	-3.0	-4	1
15	Cc1ccc(NC(=S)N2CCN(S(C)(=O)=O)CC2)cc1	-3	-18	-0.6	-4	2
16	CCOc1ccc(Cl)cc1-c1cc(C(=O)Nc2ccc(OC)cc2OC)[nH]n1	-2	15	·	1	4
17	Cc1ccc(S(=O)(=O)c2c(C)cc(C)nc2N2CCCCC2)cc1	-1	3	0.7	-9	4
18	O=C(CN1CCCCCC1)NCc1ccccc1	0	-17	-0.6	-6	3
19	COc1ccc(N2C(=O)CC(N(CCc3ccccc3)C(=O)c3ccccc3)C2=O)cc1 (stereo not drawn)	-10	-2	1.0	-1	2
20	O=C(O)C(c1ccccc1)N1C(=O)/C(=C/c2cccs2)SC1=S (stereo not drawn)	4	-18	0.4	3	1
21	CCn1c(SCC(=O)Nc2oc(-c3ccccc3)c(-c3ccccc3)c2C#N)nnc1-c1ccco1	-4	10	1.6	-5	4
22	CCCn1c(N)c(C(=O)CSc2nc(C)cs2)c(=O)[nH]c1=O	0	0	-0.5	3	6
23	O=C(CN1C(=O)NC2(CCCc3ccccc32)C1=O)NCCc1ccc(F)cc1 (stereo not drawn)	-4	2	-1.5	2	4
24	Oc1ccc(C=NC2CCCCC2)c(O)c1	4	-1	0.5	7	6

No.	M5 antag	CHRM4 PAM	CRFR2-BP antag	CHO-K1 Ca PAM
9	-1	2	5	27
10	2	-6	-7	5
11	0	2	2	5
12	4	7	20	7
13	5	1	11	9
14	7	-6	4	6
15	15	-2	8	16
16	6	1	·	-12
17	-13	10	-11	15
18	3	-2	22	3
19	20	-8	-10	8
20	0	-7	23	13
21	1	5	14	17
22	-3	4	2	7
23	8	10	2	-11
24	-20	-5	-5	-2

Additional structures follow.
No.	SMILES	CHRM5 PAM	TAAR1 antag	CRFR2-BP ag	CHRM5 agonist	TAAR1 ag
25	C#CCOCCOCCOCCNc1nc(N2CCN(C(=O)[C@H]([C@@H](C)CC)n3cc([C@@H](N)CO)nn3)CC2)nc(N2CCN(C(=O)[C@H]([C@@H](C)CC)n3cc([C@@H](N)CC(C)C)nn3)CC2)n1	-6	·	-0.8	4	·
26	O=c1cnn(-c2ccccc2)c(-c2ccccc2)c1	-6	9	1.3	-3	0
27	O=C(Nc1ccccc1NC(=O)c1csnn1)c1csnn1	2	-24	-0.6	-3	2
28	Cc1ccc(CNC(=O)N2CCN(c3ccc(C)cc3)CC2)cc1	11	4	-1.9	1	-1
29	COc1ccccc1NC(=O)COC(=O)CN1C(=O)C(=O)c2ccccc21	0	-2	2.7	-4	1
30	Cc1cc2cc(CN(Cc3cccs3)S(=O)(=O)c3ccc4c(c3)OCCO4)c(=O)[nH]c2cc1C	-1	-6	1.3	0	2
31	CCN(CC(=O)Nc1c(F)cccc1F)C(=O)c1cc([N+](=O)[O-])ccc1N1CCCCC1	2	-3	0.0	-2	-2
32	Cc1ccc(C)c(S(=O)(=O)N2CCN(C(=O)CNC(=O)c3ccc4ccccc4c3)CC2)c1	-16	40	-0.2	0	6
33	Cc1c(OCC(=O)N[C@H](C(=O)O)c2ccccc2)ccc2c3c(c(=O)oc12)CCCC3	1	-9	-1.1	2	-1
34	CC1(C)Cc2ccccc2-c2nnc(-c3cccnc3)n21	6	-8	1.3	-1	7
35	O=C(COC(=O)Cc1ccccc1[N+](=O)[O-])NCc1ccccc1Cl	-7	4	-1.4	0	9
36	CCCCn1c(N)c(N(CCC(C)C)C(=O)c2ccc(C)c(S(=O)(=O)N3CCOCC3)c2)c(=O)[nH]c1=O	8	3	0.2	-2	0

No.	M5 antag	CHRM4 PAM	CRFR2-BP antag	CHO-K1 Ca PAM
25	6	-1	2	-3
26	-3	6	-22	-2
27	2	0	10	20
28	-17	0	-14	10
29	10	-2	-5	24
30	-2	-5	-12	-2
31	3	8	-13	12
32	10	-8	7	-15
33	-1	5	0	21
34	-5	0	-6	-13
35	7	-2	10	-6
36	-3	5	4	4

The results go on:
No.	SMILES	CHRM5 PAM	TAAR1 antag	CRFR2-BP ag	CHRM5 agonist	TAAR1 ag
37	COC(=O)c1[nH]c2ccccc2c1NC(=O)CN1CCCc2ccccc21	-8	4	6.6	0	10
38	O=C(c1cccs1)N1CCN(Cc2cn[nH]c2-c2ccc(F)cc2F)CC1	5	-8	-0.1	0	1
39	Cn1c(=O)n(C)c2cc(CNC(=O)[C@H]3O[C@@H](n4cnc5c(N)ncnc54)[C@H](O)[C@@H]3O)ccc21	1	-8	·	2	1
40	NC(=O)c1ccc(N2CCN(S(=O)(=O)c3cccs3)CC2)c([N+](=O)[O-])c1	-27	22	0.5	9	25
41	Cc1cc(C)n(CC(=O)O)n1	8	-4	8.9	-3	2
42	C=CCC[C@H](Cc1ccc(F)cc1)C(=O)OC[C@H](Cc1c[nH]c2ccccc12)NC(=O)[C@H](CC=C)CC(=O)NCCO	-16	73*	8.4	2	25
43	COC(=O)c1ccc(C)c(NS(=O)(=O)c2ccc(OC)cc2)c1	-6	-1	-3.7	-4	3
44	CC1(C(=O)NS(=O)(=O)c2cccs2)CCN1C(=O)Cc1ccccc1 (stereo not drawn)	-2	1	·	0	0
45	CC(=O)C1=C(c2ccccc2)NC(=O)NC1c1ccccc1 (stereo not drawn)	3	-17	-1.1	0	0
46	COc1ccc(CCNS(=O)(=O)c2cn(C)cn2)cc1OC	-3	-12	0.3	-4	1
47	CC(C)c1nccn1S(=O)(=O)c1cccc([N+](=O)[O-])c1	1	-23	0.6	0	9

No.	M5 antag	CHRM4 PAM	CRFR2-BP antag	CHO-K1 Ca PAM
37	0	-21	-14	1
38	1	4	17	-4
39	-1	-8	·	-1
40	23	-3	-3	-8
41	1	6	20	14
42	13	0	-8	-7
43	-3	-8	-11	17
44	8	4	·	-10
45	2	3	4	26
46	11	-2	-29	17
47	8	-1	10	14

One compound at a time, as listed above:
O=C(c1cccs1)N1CCN(Cc2cn[nH]c2-c2ccc(F)cc2F)CC1 is listed with CHRM5 PAM: 5; TAAR1 antag: -8; CRFR2-BP ag: -0.1; CHRM5 agonist: 0; TAAR1 ag: 1; M5 antag: 1; CHRM4 PAM: 4; CRFR2-BP antag: 17; CHO-K1 Ca PAM: -4
COC(=O)c1[nH]c2ccccc2c1NC(=O)CN1CCCc2ccccc21 is listed with CHRM5 PAM: -8; TAAR1 antag: 4; CRFR2-BP ag: 6.6; CHRM5 agonist: 0; TAAR1 ag: 10; M5 antag: 0; CHRM4 PAM: -21; CRFR2-BP antag: -14; CHO-K1 Ca PAM: 1
